TSG101-PTAP inh – blocks PTAP/TSG101 interaction to inhibit HIV-1 budding; Q99816; Fluorescence polarization, FITC-PTAP peptide / Tsg101 binding; Potency, µM (top dose mostly 115 µM), for the others: top-dose activity change, negative = inhibition, most hits filed as inhibitors; 340,000 tested, under 10 active; AID 493005; active means well fitted inhibition curve with a large enough effect in the main read-out, with a control signal flat, not every such curve was filed as active; inconclusive means small, poorly fitted or top-dose-only effect, or effect the other way, or a change in a side signal; inactive means no such curve, though single readings can be large or run the other way; further: potency means the concentration at half of the fitted maximal effect; % of control where 0% means no effect
Target sequence (Q99816 whole entry, looked up): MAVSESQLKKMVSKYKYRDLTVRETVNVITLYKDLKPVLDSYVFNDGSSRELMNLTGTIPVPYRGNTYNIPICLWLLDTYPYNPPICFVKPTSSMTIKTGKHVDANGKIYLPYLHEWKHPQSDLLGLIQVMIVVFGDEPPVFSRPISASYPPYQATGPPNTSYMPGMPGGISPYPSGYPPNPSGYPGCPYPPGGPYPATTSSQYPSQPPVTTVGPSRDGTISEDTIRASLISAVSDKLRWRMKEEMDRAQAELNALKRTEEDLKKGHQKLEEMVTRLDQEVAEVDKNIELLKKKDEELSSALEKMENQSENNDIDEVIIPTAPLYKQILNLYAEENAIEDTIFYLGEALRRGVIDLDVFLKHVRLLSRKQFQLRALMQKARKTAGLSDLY
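FP read-out: FITC-PTAP peptide, 50 nM final, binding Tsg101 binding domain, 10 uM final; 20 min, r.t.; 10 mM HEPES pH 7.5, 0.15 M NaCl, 0.01% Tween 20, 3 mM EDTA, 0.1 mM TCEP.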
MLL CXXC-DNA inh – MLL CXXC-DNA interaction inhibition; 290,000 compounds, 0.037% hits; Potency, µM (top dose mostly 115 µM), without a hit: at the top dose activity change, negative = inhibition, most hits filed as inhibitors; MLL-CXXC / FITC-HOXA9 DNA fluorescence polarization; Q03164; active means well fitted inhibition curve with a large enough effect in the polarisation, with a control signal flat, not every such curve was filed as active; inconclusive means small, poorly fitted or top-dose-only effect, or effect the other way, or a change in a side signal; inactive means no such curve, though single readings can be large or run the other way; the % refers to the polarisation; further: potency means the concentration at half of the fitted maximal effect
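Purified MLL-CXXC (added from a 7 uM solution) was preincubated 5 min at ambient with pinned compounds in 50 mM Tris-HCl pH 7.5, 50 mM NaCl, 1 mM DTT, 0.05% BSA. Fluorescein-labeled HOX-A9 DNA (50 nM solution) followed, 30 min, then polarization read.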
A-T KAP1 phos – potential ataxia-telangiectasia treatment; Potency, µM (titrated, usually from 57.5 µM), without a hit: top-dose activation, most hits filed as activators; 320,000 compounds, 0.19% hits; […] A-T fibroblasts, KAP-1 phosphorylation AlphaLISA; neocarzinostatin DNA damage 30 min before lysis; further: potency means the concentration at half of the fitted maximal effect; % of control where 0% means no effect; nearly all actives have a fitted effect of over 45% in size
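ATM-like activity read as KAP-1 phosphorylation via AlphaLISA donor/acceptor antibody pairs after lysis and 6 hr at 25C. Cells were ATM-null patient fibroblasts ([…], hTERT), dosed 60 min, then exposed to the DSB inducer NCS for 30 min.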
TCR activator – T cell receptor activation; primary human leukocytes, anti-CD3, IL-2 HTRF, 48 h; Potency, µM (titrated, usually from 9.22 µM), for the others: at the highest dose activation of IL-2 secretion, hits mostly activators; 330,000 tested, under 10 active; AID 504894; further: % of control where 0% means no effect
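Readout: HTRF IL-2, Eu-cryptate/d2 antibody pair, 320nm excitation, 665nm emission. Stimulus: a-CD3 beads, no co-stimulation. Cells: primary human leukocytes. Exposure: 48 hr with compound.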
ELG1 repair inh – blocks ELG1-dependent DNA repair in HEK293T cells. 330,000 compounds, 2.3% hits. HEK293T ELG1-luciferase reporter, luminescence, 16 h; DNA damage induced by 5-fluorouridine. Potency, µM (highest dose often 46.1 µM), inactives show at the top dose activity change, negative = inhibition, actives largely listed as inhibitors; further: potency means the concentration at half of the fitted maximal effect; on the % scale 0 is the no-effect control and ±100 the full control effect; nearly all actives have a fitted effect of over 55% in size
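Reporter activity after DNA damage by 5-fluorouridine is monitored. Compound-treated cells incubate 16 hr at 37 °C, then ONE-Glo is added for 30 min before luminescence reading.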
p53 reactivator – re-activators of mutant p53 | H1299 p53-A138V BP100-luciferase reporter, luminescence, 24 h | Potency, µM (highest dose often 92.2 µM), for the others: at the highest dose activity change, positive = activation, usual class: activators | 320,000 compounds, 0.063% hits; further: potency means the concentration at half of the fitted maximal effect; % of control where 0% means no effect; nearly all actives have a fitted effect of over 45% in size
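H1299 (p53-null), stable ts p53-A138V + BP100-Luc; 1000 cells/well, Opti-MEM/10% FBS; cpd 4 pt, 1:5; 24 h, 37 deg C, 5% CO2; detection reagent 10 min RT; luminescence.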
B2AR arrestin – recruits beta-arrestin to the human beta2-adrenergic receptor; P07550; beta-arrestin recruitment to beta2AR, cell-based reporter; Potency, µM (highest dose often 46.1 µM), for the others: at the highest dose activation, usual class: activators; 330,000 compounds, 0.02% hits; AID 492947;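 further: potency means the concentration at half of the fitted maximal effect; 0% = DMSO controls and full agonism = EC100 isoproterenol or metaproterenol; nearly all actives have a fitted effect of over 65% in size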
Target sequence (P07550 whole entry, looked up): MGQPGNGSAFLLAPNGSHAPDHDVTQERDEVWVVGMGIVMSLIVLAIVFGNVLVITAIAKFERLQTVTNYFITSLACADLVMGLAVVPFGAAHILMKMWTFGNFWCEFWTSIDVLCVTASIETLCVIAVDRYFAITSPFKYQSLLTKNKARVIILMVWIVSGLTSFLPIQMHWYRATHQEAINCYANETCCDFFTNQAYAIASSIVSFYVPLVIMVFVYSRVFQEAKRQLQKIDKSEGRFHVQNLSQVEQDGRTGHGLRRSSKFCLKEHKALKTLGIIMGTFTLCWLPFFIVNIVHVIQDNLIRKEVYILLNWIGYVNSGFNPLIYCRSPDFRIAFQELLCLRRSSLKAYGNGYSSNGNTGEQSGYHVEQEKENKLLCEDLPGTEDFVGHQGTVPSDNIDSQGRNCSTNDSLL
a7 integrin act – integrin-mediated muscular dystrophy alleviation activation; AID 624291; Potency, µM (series often up to 38.3 µM), for the others: top-dose activation, usual class: activators; 350,000 compounds, 0.064% hits; alpha7betagal myoblasts, beta-gal FDG fluorescence, 48 h;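 further: potency means the concentration at half of the fitted maximal effect; 100% = response of the positive control SU9516; nearly all actives have a fitted effect of over 60% in size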
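alpha7betagal+/- myoblasts (passage 13, 250/well) treated 48 h at 37C with compounds at 1:260 dilution of DMSO stock. Lysed, then beta-galactosidase activity read as FDG fluorescence (ex 480/em 540) after 30 min, with pre-read for autofluorescence.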
BRCA1 expr up – activators of BRCA1 expression. MCF7-BRCA1-FFLuc reporter, luminescence, 48 h; response scale: scaled: vehicle 0%, 10 µM genistein 100%. Potency, µM (top dose mostly 46.1 µM), without a hit: top-dose activation, most hits filed as activators. 380,000 compounds, 1.1% hits; further: potency means the concentration at half of the fitted maximal effect; nearly all actives have a fitted effect of over 80% in size; some results filed as inactive show a strong effect at the top dose
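Using MCF7 cells harboring a BRCA1 firefly luciferase reporter, plated 2 h before compound pinning, the screen measured luminescence after 48 h incubation. Responses were normalized to DMSO and 10 microM genistein, then fitted for concentration-effect.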
TRPV1 agonist – agonists of human vanilloid receptor 1 (TRPV1); Q8NER1; 320,000 compounds, 0.19% hits; TRPV1-expressing cells, Fluo-8 calcium influx, agonist mode; activation, % at 8.33 µM; in the data active means activation above about 80%; inconclusive means between about 30% and that limit; further: 0% is about no effect
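TRPV1-expressing cells were cultured overnight at 35.5C and loaded with Fluo-8 calcium dye for 40 to 90 min at room temperature. After a 10 s baseline, compound was added and calcium influx was read kinetically for 3 min (ex 480/em 520 nm).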
* marks the source's active call; other numbers are inactive results; ? = inconclusive; · = not tested or not shown; [ ] = another dose, or the depositor's remark. Unless noted, the call rests on the fitted dose curve; in most records, active means well fitted curve in the direction sought with a large enough effect; inconclusive means small, poorly fitted or top-dose-only effect, or another doubt; inactive means no such curve, though single readings can be large; an effect the other way counts as inactive or inconclusive.

SMILES	TSG101-PTAP inh	MLL CXXC-DNA inh	A-T KAP1 phos	TCR activator	ELG1 repair inh	p53 reactivator	B2AR arrestin	a7 integrin act	BRCA1 expr up	TRPV1 agonist
CCCC1(CCC)NC(=O)N(CC(=O)Nc2ccc(Cl)c(S(=O)(=O)N3CCOCC3)c2)C1=O	-1%	·	18%	2%[46.1 µM]	?	-8%	0.2%	-10%	-10%	·
CC(/C=C\c1ccccc1)=C/C(=O)O	0%	13%	17%	-3%	0%	-3%	0.3%	32%	-5%	-1
CCCC(=O)N/C(N)=N/c1nc2ccccc2o1	1%	-14%	-8%	-7%	?	10%	-0.2%	16%	?	16
CC(CNC(=O)c1ccccc1Cl)NC(=O)c1ccccc1Cl (stereo not given)	1%	·	·	-2%	·	·	·	17%	10%	·
Cc1cccc(C(=O)NC2CCN(CC(=O)Nc3ccc4c(c3)OCO4)CC2)c1	-5%	-16%	-1%	-1%	1%	-3%	-1.0%	?	1%	-2
CCn1c(=O)c(C(=O)CN(C)Cc2ccc(F)cc2)c(N)n(Cc2ccccc2)c1=O	-1%	5%	2%	-18%	4%	10%	0.5%	-27%	-34%	0
CCc1ccc(C(O)(c2ccccc2OC)C(CN2CCOCC2)c2ccccc2)cc1 (stereo not given)	-2%	-2%	0%	7%	?	1%	-0.1%	5%	-6%	?
N#CC1(NC(=O)COC(=O)c2cccc(-n3cnnn3)c2)CCCCC1	0%	·	1%	4%	?	0%	-0.3%	9%	24%	0
O=C(O)C1C2C=CC(C2)C1C(=O)NCc1ccccc1F (stereo not given)	-3%	12%	-2%	8%	-5%	·	0.3%	9%	17%	-1
CSc1ncccc1C(=O)OCC(=O)N(C)C1CCS(=O)(=O)C1 (stereo not given)	-1%	3%	3%	2%	20%	-1%	-0.2%	11%	18%	1
Cc1cc(-c2nnc(SCC(=O)Nc3ccc(S(N)(=O)=O)cc3)n2N)n[nH]1	-2%	12%	-15%	7%	?	2%	-0.9%	0%	12%	-2
Cn1c(=O)c2c(SCc3c(F)cccc3Cl)nc(CC(C)(C)C)nc2n(C)c1=O	0%	5%	-28%	11%	16%	-2%	-0.3%	3%	21%	15
COc1cc2c(C(=O)O)c(C)n(CC(C)C)c2c2ccccc12	-3%	-3%	?	3%	11%	24%	-0.1%	-5%	0%	?
COC(=O)c1ccc(Cn2nnc3c(=O)[nH]c(C4CCCN(S(=O)(=O)c5ccccc5)C4)nc32)cc1 (stereo not given)	-4%	3%	-11%	-6%	-22%	3%	0.2%	-23%	2%	1
O=C1CN(c2nc(-c3ccccc3)c3cc(Cl)ccc3n2)c2ccccc2N1	0%	21%	-1%	-4%[46.1 µM]	20%	·	4.0%	0%	-24%	0
CCN1CCN(C(=O)c2[nH]c3ccc(OC)cc3c2C)CC1	-4%	?	37%	0%	16%	21%	0.0%	20%	3%	2
CCn1c(SC(C)C(=O)O)nc2sc3c(c2c1=O)CCC3 (stereo not given)	-3%	1%	-2%	2%	10%	7%	-0.2%	3%	2%	4
OC1CCCN(Cc2c3ccccc3cc3ccccc23)C1 (stereo not given)	4%	-10%	·	2%	?	-8%	-0.5%	-24%	54%	2
O=C1C2CCCN2C(c2ccc(Cl)cc2)N1c1nccs1 (stereo not given)	-2%	-4%	1%	3%[46.1 µM]	13%	4%	0.2%	9%	-18%	-3
Cc1ccc(C(=O)N2CCCC2)cc1S(=O)(=O)N1CCCCC1	-1%	9%	-3%	-6%	0%	-5%	-0.2%	10%	-10%	0
C#CCOCCOCCOCCNc1nc(N2CCN(C(=O)CCCCCCCCCCNC(=O)[C@H](CCCCN)n3cc(CCCC(=O)O)nn3)CC2)nc(N2CCN(C(=O)CCCCCCCCCCNC(=O)[C@H](CCCN=C(N)N)n3cc(C[C@@H](C)CC)nn3)CC2)n1	13%	·	5%	3%	?	13%	0.2%	-25%	-5%	-3
O=C(CCc1ccccn1)N1CCCC(Nc2ccc(F)cc2)C1 (stereo not given)	-2%	9%	6%	9%	17%	-3%	-1.3%	?	17%	-5
Cc1nnc(NC(=O)c2ccc(S(=O)(=O)N3CC(C)OC(C)C3)cc2)o1 (stereo not given)	0%	7%	16%	-3%	5%	-11%	-1.0%	13%	0%	-3
C=CCNC(=O)/C(C#N)=C/c1c(N2CC(C)OC(C)C2)nc2ccccn2c1=O (stereo not given)	0%	4%	8%	-7%[46.1 µM]	-3%	-3%	-1.6%	-14%	-23%	2
Oc1ccc(/C=N/N2CCCCC2)c(O)c1O	-1%	?	-6%	-1%	-8%	-10%	-0.1%	-31%	0%	-1
Oc1[nH]c2ccccc2c1/C=N/c1nccs1	2%	26%	-7%	5%	?	9%	-0.1%	3%	-13%	1
O=C(CSc1ccc([N+](=O)[O-])cc1)Nc1cccc(S(=O)(=O)Nc2ccccc2F)c1	1%	-5%	-2%	6%	?	-2%	-0.7%	5%	17%	2
CC(Oc1ccc(Cl)cc1Cl)C(=O)Nc1ccc(OCC(=O)O)cc1 (stereo not given)	-5%	-3%	1%	-9%	1%	-3%	3.3%	-6%	0%	-1
CCc1nnc(NC(=O)OCc2ccccc2)s1	-6%	7%	3%	-1%	?	?	0.0%	25%	?	0
CCc1ccc(OCC(=O)O/N=C(\N)c2ccccn2)cc1	-1%	5%	-18%	3%	?	15%	-0.4%	0%	?	2
CCN(CC)C(=O)N1CCN(S(=O)(=O)c2ccc(C)cc2)CC1	-4%	18%	0%	1%	-4%	3%	-0.2%	-28%	0%	3
N#CC1=C(N)N(c2ccccc2)C(c2ccco2)C1(C#N)C#N (stereo not given)	-18%	6%	0%	8%	1%	-25%	-0.6%	-7%	-27%	-1
Cn1nc(C(F)(F)F)c(C(=O)Nc2ccc(C(F)(F)F)cc2)c1Cl	-2%	1%	2%	-4%	5%	2%	0.5%	-4%	-15%	24
CC1CC(C)CN(c2ccc(C(=O)NCc3ccc4c(c3)OCO4)cc2[N+](=O)[O-])C1 (stereo not given)	-2%	1%	5%	5%[46.1 µM]	-29%	-7%	-0.3%	14%	-49%	?
COC(=O)c1ccc(-c2nc3ccc(C)cc3o2)cc1	0%	14%	?	-62%	?	27%	0.4%	-7%	-66%[inhibitor]	·
CCOC(=O)c1cnc2cc(-c3ccc(Cl)cc3)nn2c1N	4%	9%	-9%	-2%	?	24%	0.3%	-12%	?	4
CC(=O)c1ccc(N2CCN(S(=O)(=O)c3c(C(=O)N4CCCC4)c(C)n(C)c3C)CC2)cc1	-3%	19%	2%	4%	?	8%	-0.7%	-21%	-2%	-3
O=C(CN1C(=O)NC2(CCCC2)C1=O)Nc1ccccc1N1CCCCC1	0%	·	2%	0%	6%	15%	0.3%	-10%	-2%	4
C=C1c2cccc(C(F)(F)F)c2O[C@H](C(=O)OCC)[C@H]1OC	0%	·	7%	6%[46.1 µM]	12%	1%	0.4%	13%	14%	·
COc1ccc(/C=C(\NC(=O)c2ccc([N+](=O)[O-])cc2)C(=O)NCCCn2ccnc2)cc1	-3%	-4%	-2%	-2%	6%	0%	0.2%	-3%	-14%	0
Cn1c(CCN2CCOCC2)nc2cc(NC(=O)COc3ccc(Cl)cc3)ccc21	-2%	-3%	7%	·	?	-3%	-0.1%	-1%	-45%	0
COc1ccc2nc(C)cc(SCC(=O)NNC(=O)COc3ccccc3)c2c1	-5%	-6%	-4%	5%	-27%	0%	-0.3%	-3%	-10%	·
O=C(NC1=NCCS1)c1cccc(Br)c1	-2%	·	·	-7%	·	·	·	21%	?	·
O=C1/C(=C/c2cccnc2)SC(=S)N1c1ccc(O)cc1	-2%	-18%	-9%	-1%	15%	11%	0.2%	0%	-32%	1
C=CCSc1nc(N)c2c(C)c(C)sc2n1	-2%	-9%	8%	-6%	?	?	-1.0%	41%[7.66 µM]	22%	10
O=C(c1cncc(Br)c1)N1CCN(c2ccc(N3CCOCC3)nn2)CC1	0%	4%	6%	-1%	-12%	1%	0.1%	10%	6%	-1

An excerpt from above, limited to A-T KAP1 phos and TRPV1 agonist:
structure | A-T KAP1 phos | TRPV1 agonist
Oc1[nH]c2ccccc2c1/C=N/c1nccs1 | -7% | 1
O=C(CSc1ccc([N+](=O)[O-])cc1)Nc1cccc(S(=O)(=O)Nc2ccccc2F)c1 | -2% | 2

Molecules shown so far with a thiophene ring, fused or not (2):
SMILES	TSG101-PTAP inh	MLL CXXC-DNA inh	A-T KAP1 phos	TCR activator	ELG1 repair inh	p53 reactivator	B2AR arrestin	a7 integrin act	BRCA1 expr up	TRPV1 agonist
CCn1c(SC(C)C(=O)O)nc2sc3c(c2c1=O)CCC3 (stereo not given)	-3%	1%	-2%	2%	10%	7%	-0.2%	3%	2%	4
C=CCSc1nc(N)c2c(C)c(C)sc2n1	-2%	-9%	8%	-6%	?	?	-1.0%	41%[7.66 µM]	22%	10
